ARNT-TACC3 inh: ARNT/TACC3 interaction disruption; actives 0.66% (n = 390,000); inhibition, % at 9.99 µM; AlphaScreen His-ARNT PAS-B/GST-TACC3 binding, luminescence; TACC3 fragment carries E629A point mutation; AID 623870; Q9Y6A5;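 active means mean inhibition of replicates at least 50% and at least half of replicates each reaching 50%; inconclusive means half or more replicates reach 50% but mean below 50%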;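 further: 0% = complete ARNT plus TACC3 wells and 100% = ARNT alone without TACC3; many hits fall short of the cut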
ERp5 inh: ERp5 (human) disulfide isomerase inhibition; inhibition, % at 9.99 µM; ERp5 insulin aggregation, absorbance 650 nm, 90 min; actives 0.05% (n = 350,000); Q15084;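 active means mean replicate inhibition above about 25%, with every replicate also reaching it, limit read from the data, passing the limit was not always enough; inconclusive means only one of those two criteria met; inactive means neither criterion met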
Target sequence (Q15084 whole entry, looked up): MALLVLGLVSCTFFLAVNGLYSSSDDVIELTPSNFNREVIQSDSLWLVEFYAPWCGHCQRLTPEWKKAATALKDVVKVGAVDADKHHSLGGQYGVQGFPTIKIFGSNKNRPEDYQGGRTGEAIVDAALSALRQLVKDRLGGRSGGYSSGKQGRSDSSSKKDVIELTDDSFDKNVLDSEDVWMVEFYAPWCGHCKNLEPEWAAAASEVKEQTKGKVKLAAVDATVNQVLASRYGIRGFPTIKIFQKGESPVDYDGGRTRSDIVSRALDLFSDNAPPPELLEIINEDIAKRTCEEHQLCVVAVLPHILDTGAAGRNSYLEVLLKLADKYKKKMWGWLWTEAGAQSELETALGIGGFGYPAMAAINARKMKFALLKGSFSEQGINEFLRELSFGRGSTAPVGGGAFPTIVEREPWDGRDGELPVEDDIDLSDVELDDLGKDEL
GSIS activator: GLuc luminescence reporter in INS-1E cells, primary screen for activators of glucose-dependent secretion of insulin; INS-1E GLuc reporter insulin secretion, 2-3 h; activation, % at 16.6 µM; actives 0.61% (n = 370,000);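 active means lowest replicate activation of at least 40%, so every replicate reaches that level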;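 further: 0% = median of neutral control wells and 100% = median of IBMX positive control wells; some compounds called inactive have numbers as strong as hits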
EWS-Fli inh: blocks EWS/Fli oncoprotein-driven transcription; A673 NR0B1-luciferase reporter, viability-normalised; actives 0.67% (n = 350,000); AID 651661; inhibition, % at 12.6 µM;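 active means mean inhibition of at least 50% after viability correction, with every replicate also passing that limit; inconclusive means mean reaches 50% but only one of two replicates passes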;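 further: firefly luciferase signal divided by Alamar Blue viability fluorescence both relative to DMSO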
PAX8 reporter: lowers PAX8-driven luciferase in RMG-I cells; RMG-I TPO-luciferase reporter, SteadyGlo, 24 h; inhibition, % at 12.6 µM; actives 1.2% (n = 360,000); AID 652154;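 active means mean replicate inhibition at least 60% with every replicate also reaching 60%; inconclusive means only one of the two criteria is met; inactive means mean below 60% and not all replicates reaching 60%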;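 further: luciferase light reporting Pax8 driven TPO promoter activity; plate controls were median of neutral control wells for no effect and mitoxantrone controls for full effect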
DENV2 CPE rescue: protects cells from dengue virus 2 cytopathic effect | DENV2-infected cells, cytopathic effect rescue, plate reader | CPE inhibition, % at 9.99 µM | actives 1.7% (n = 350,000); in the data active means CPE inhibition above about 20%, passing the limit was not always enough; inconclusive means no clear call, values can overlap the other calls; tested in BHK-21 cells;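 further: 0% = median of neutral control wells and 100% = median of positive control wells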
XiGFP reactiv: reactivates the inactive X chromosome in mouse fibroblasts; XiGFP mouse fibroblasts, % GFP-positive cells imaging, 3 d; cells co-treated with 5-aza-dC sensitizer; scaled so ellipticine positive control = 100%; activation, % at 7.58 µM; actives 0.055% (n = 360,000);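 active means mean normalized replicate activation at least 10% and every replicate at or above 10%; inconclusive means only one of the two criteria met; inactive means mean below 10% and not all replicates reach 10%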;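 further: 0% = median of on-plate neutral control wells and 100% = ellipticine 6 µM median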
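material = 68-5-11 XiGFP fibroblast line | medium = DMEM plus 5-aza-dC sensitizer | schedule = 3 days compound exposure | benchmarks = positive control ellipticine, 6 µM final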
F508del corr: CFTR F508del correction in bronchial cells | CFBE cells, YFP halide quenching; stimulated with forskolin plus potentiator P3; % fluorescence drop versus neutral controls | activity (quench increase), % at 7.58 µM | actives 0.36% (n = 350,000) | AID 720511;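 active means mean added fluorescence quench of at least 8% versus neutral control, with both replicates also reaching 8%; inconclusive means only one of the mean or replicate conditions met; inactive means mean below 8% and not both replicates reaching 8%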;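 further: cells transiently co-express mutant CFTR-F508del with the halide-sensitive YFP; corrector assay measuring rescue of mutant channel to the surface after 24 h compound exposure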
Active calls of the source: *; ? = inconclusive; · = not tested or not shown.

Start of the listing, in advance (4 entries):
SMILES	ARNT-TACC3 inh	ERp5 inh	GSIS activator	EWS-Fli inh	PAX8 reporter	DENV2 CPE rescue	XiGFP reactiv	F508del corr
O=C(CNC(=O)c1ccccc1F)NCc1ccncc1	·	4	13	-4	·	7	0.1	3.3
O=C(CN1CCOCC1)NCC[C@H]1CC[C@H](NC(=O)Nc2ccc(F)cc2)[C@H](CO)O1	-35	3	-5	-4	17	-8	0.1	-0.3
COC(=O)c1ccc2c(=O)n(CCCCCC(=O)O)c(=O)[nH]c2c1	-4	8	-3	10	16	17	0.0	·
Cn1c(=O)n(CCc2ccccc2)c(=O)c2c1nc1n2CCCN1c1ccccc1	-2	-1	-6	-28	·	4	·	-0.5

All compounds of this part (from the top)
SMILES	ARNT-TACC3 inh	ERp5 inh	GSIS activator	EWS-Fli inh	PAX8 reporter	DENV2 CPE rescue	XiGFP reactiv	F508del corr
O=C(CNC(=O)c1ccccc1F)NCc1ccncc1	·	4	13	-4	·	7	0.1	3.3
O=C(CN1CCOCC1)NCC[C@H]1CC[C@H](NC(=O)Nc2ccc(F)cc2)[C@H](CO)O1	-35	3	-5	-4	17	-8	0.1	-0.3
COC(=O)c1ccc2c(=O)n(CCCCCC(=O)O)c(=O)[nH]c2c1	-4	8	-3	10	16	17	0.0	·
Cn1c(=O)n(CCc2ccccc2)c(=O)c2c1nc1n2CCCN1c1ccccc1	-2	-1	-6	-28	·	4	·	-0.5
CO[C@@H](CN(C)S(=O)(=O)c1ccc(C)cc1)[C@H](C)CN(Cc1ccccc1Cl)[C@@H](C)CO	-2	0	-7	15	·	3	0.0	0.3
O=C(C1=NNCC1c1ccc(Cl)cc1)C1CO1 (stereo not drawn)	9	-2	-7	2	-24	0	0.1	4.8
C/C(=N/NS(=O)(=O)c1ccccc1)c1ccc(NC(=O)C2CC2)cc1	·	5	4	9	5	-4	0.1	-3.7
O=C1NC[C@H](Cc2ccccc2)N(C[C@H]2CCCN2C[C@H](Cc2ccccc2)N2C[C@H](Cc3ccc(O)cc3)N(CC3CCCCCC3)C(=O)C2=O)C1=O	-2	-1	-1	30	41	-1	-0.1	0.0
C/C=C/c1cnc2c(c1)C(=O)N([C@H](C)CO)C[C@@H](C)[C@H](CN(C)C(=O)CN1CCOCC1)O2	-5	-1	26	-10	·	-10	-0.6	-2.3
COCC#Cc1cnc2c(c1)C(=O)N([C@H](C)CO)C[C@@H](C)[C@H](CN(C)C(=O)Nc1ccc(OC)cc1)O2	-1	-2	25	-3	-2	26	-0.5	-1.1
Cc1cc(NC(=O)CSc2ncccc2C(=O)O)no1	-3	-1	0	5	-13	1	0.1	-2.5
O=C(Cc1ccccc1F)Nc1ccc(SC(F)F)cc1	·	2	7	-135	-151	1	0.3	0.7
O=C(Cn1c(=O)ccn(Cc2ccccc2)c1=O)Nc1cccc(S(=O)(=O)N2CCOCC2)c1	-5	1	2	7	9	-5	0.0	0.7
COc1ccc(-c2ccc([C@H]3[C@@H](CO)N(C(=O)C4CC4)[C@H]3C#N)cc2)cc1	24	6	-8	-6	19	8	0.1	-3.3
COC(=O)[C@]1(C)N[C@H](CN(C)C(=O)c2ccc(F)cc2)[C@@H]2C(=O)N(C)C(=O)[C@@H]21	15	-7	-1	1	-10	2	0.0	2.4
Nc1nc(Nc2ccccc2F)nc(NC2CCCCC2)c1[N+](=O)[O-]	5	0	-14	1	7	0	-0.1	6.4
CO[C@H]1CN(C)C(=O)c2cc(NC(=O)c3ccno3)ccc2OC[C@H](C)NC[C@@H]1C	3	-2	-2	-4	1	-3	0.5	0.4
COc1ccc(CN(CC(=O)NC2CCCC2)C(=O)CN2C(=O)COc3ccccc32)cc1	-10	-2	5	-1	2	8	0.2	1.8
Cc1[nH]c2ccccc2c1C(=O)CSc1nc2ccccc2[nH]1	9	8	-14	-46	·	-1	·	0.3
O=C(Nc1ccc(N2CCOCC2)cc1N1CCOCC1)c1ccc(F)cc1	4	2	8	8	-2	8	-0.1	0.2
N#Cc1c(-c2ccc(F)cc2)nc(-c2ccccc2)[nH]c1=O	2	0	-3	14	-10	·	0.4	2.1
CC(=O)c1cc(-c2ccccc2)n(CCC(=O)NC2CCCCCC2)c1C	3	·	-7	·	6	·	0.0	·
O=C(CN1CSCC1=O)N1CCN(S(=O)(=O)c2cc(C(F)(F)F)ccc2Cl)CC1	-4	-5	-7	1	0	-1	0.2	-0.2
CCC(=O)N(C)C[C@@H]1Oc2cc(C#CCOC)ccc2S(=O)(=O)N([C@@H](C)CO)C[C@H]1C	-1	1	3	-1	·	-4	0.4	1.1
CN1C(=O)c2cc(NC(=O)c3ccccc3)ccc2OC[C@H]2O[C@@H](CC(=O)O)CC[C@@H]21	-6	2	0	7	3	2	0.0	0.0

Overlap with the part before: 3 compounds; new compounds follow.
SMILES	ARNT-TACC3 inh	ERp5 inh	GSIS activator	EWS-Fli inh	PAX8 reporter	DENV2 CPE rescue	XiGFP reactiv	F508del corr
O=C(CN1CSCC1=O)N1CCN(S(=O)(=O)c2cc(C(F)(F)F)ccc2Cl)CC1	-4	-5	-7	1	0	-1	0.2	-0.2
CCC(=O)N(C)C[C@@H]1Oc2cc(C#CCOC)ccc2S(=O)(=O)N([C@@H](C)CO)C[C@H]1C	-1	1	3	-1	·	-4	0.4	1.1
CN1C(=O)c2cc(NC(=O)c3ccccc3)ccc2OC[C@H]2O[C@@H](CC(=O)O)CC[C@@H]21	-6	2	0	7	3	2	0.0	0.0
COc1ccc(NC(=O)Nc2ccc3c(c2)C(=O)N([C@H](C)CO)C[C@H](C)[C@@H](CN(C)C(=O)C2CCCCC2)OCCCC[C@H](C)O3)cc1	-32	30*	-15	11	8	-2	0.4	2.1
CC[C@]12c3[nH]c4ccc(Cl)cc4c3CCN1C(=O)[C@@H](CC(=O)NCc1ccc(OC)c(OC)c1)C[C@@H]2C(=O)N1CCN(C(=O)C2CC2)CC1	-1	-4	·	0	16	-1	0.0	-2.5
CCOCCCNc1nc(-c2ccccc2)nc2ccccc12	-17	0	·	-35	22	4	0.0	-1.0
O=C(OCc1ccccc1)C1=NNC2C(=O)N(Cc3ccccc3)C(=O)C12 (stereo not drawn)	-2	3	5	3	7	-4	0.3	-3.6
O=C(c1cc2ccccc2[nH]1)N1O[C@@H]2C=C[C@H]1C2	-1	-3	-18	-32	-9	-5	0.1	-0.4
CC(=O)C1=C(C)NC(=O)NC1c1cccc([N+](=O)[O-])c1O (stereo not drawn)	-2	11	-9	-3	12	·	0.0	-0.3
N#C[C@H]1[C@@H](c2ccccc2-c2cccc(F)c2)[C@@H](CO)N1C(=O)C1CCC1	·	-3	-17	1	6	-10	0.1	2.3
COc1cccc(-c2cc3nc(-c4ccccc4)cc(N4CCCC(O)C4)n3n2)c1 (stereo not drawn)	-5	·	-32	·	18	·	0.0	·
COC(=O)[C@@]1(Cc2ccc(OC)cc2)[C@H]2c3cc(C(=O)N4CCCC4)n(CCc4ccc(OC)c(Br)c4)c3C[C@H]2CN1C(=O)c1ccccc1	·	0	7	14	25	16	0.0	0.1
Clc1ccccc1Cn1c(/C=C/c2ccco2)nc2ccccc21	4	·	1	3	-14	·	-0.3	·
COc1ccccc1-n1c(SCC(=O)NC2CCCCC2)nc2c(c1=O)SCC2	-2	3	-8	-3	6	-3	-0.1	0.4
CC(C)OC(=O)CSc1nnc2c(n1)[nH]c1ccc(F)cc12	·	4	5	1	-54	-5	0.1	·
N#C[C@H]1[C@@H](c2ccccc2-c2ccccc2F)[C@H](CO)N1C(=O)C1CC1	·	2	-15	3	-7	26*	0.1	-0.5
CN(C)S(=O)(=O)Oc1cc(Cl)ccc1C(=O)Nc1ccc(F)cc1F	2	-1	2	2	-3	-2	0.0	1.1
CC(C)=N/N=C1/NC(=O)C(Cc2ccccc2)S1 (stereo not drawn)	7	20	-5	37	33	11	0.2	0.5
S=C(NCc1ccccc1)Nc1ccc2cn[nH]c2c1	-3	-1	40*	-8	8	-8	-0.1	-1.4
O=C(CC1(CC(=O)N2CCOCC2)CCCC1)Nc1ccccc1	11	-1	12	-6	-9	2	0.2	-1.8
Cc1noc(C)c1COC(=O)C1CCN(S(=O)(=O)c2c(Cl)cccc2Cl)CC1	-4	0	-17	-1	-5	?	0.3	3.0
COc1cc(C(=O)OCC(=O)NCCCc2ccccc2)ccc1OCC(C)C	-5	6	18	-4	·	-5	0.1	-1.2
CC=Cc1ccc2n(c1=O)C[C@H]1[C@H](CO)[C@@H](C(=O)NCC(F)(F)F)[C@@H]2N1C(C)=O (mixture of isomers)	-6	-4	11	-2	-12	?	0.3	1.2
C[C@@H]1CN([C@H](C)CO)C(=O)c2cc(NC(=O)c3ccncc3)ccc2O[C@H]1CN(C)S(C)(=O)=O	0	-6	16	2	-4	3	-0.7	2.4
CN1c2ccc(C3=CCCCC3)cc2[C@@H]2[C@@H](CCN2C(=O)C2CCOCC2)[C@H]1CO	17	1	6	1	-14	3	0.0	-1.7
COc1ccc(-c2cnc3c(NC(C)=O)cc(-c4cccc(C(=O)NCCO)c4)cn23)cc1OC	·	-4	·	1	3	-2	0.0	-2.2
O=C(C[C@H]1CC[C@@H](NC(=O)c2ccc3c(c2)OCO3)[C@H](CO)O1)NCc1ccc(F)cc1	-10	-2	12	6	-8	3	0.5	1.1
C[C@H](CO)N1C[C@H](C)[C@H](CN(C)C(=O)c2ccncc2)Oc2ncc(C3=CCCCC3)cc2C1=O	-5	0	-8	-13	·	6	-0.8	1.4

(more compounds)
SMILES	ARNT-TACC3 inh	ERp5 inh	GSIS activator	EWS-Fli inh	PAX8 reporter	DENV2 CPE rescue	XiGFP reactiv	F508del corr
O=[N+]([O-])c1cccc(NNS(=O)(=O)c2ccccc2F)c1	16	2	-8	13	-7	-6	0.2	2.7
CC(O)CNc1ccc(-c2n[nH]c(=O)c3ccccc23)cc1[N+](=O)[O-] (stereo not drawn)	-11	1	32	5	11	3	0.3	-2.5
CNC(=O)NC(=O)C(C)OC(=O)CCCSc1nc2ccccc2s1 (stereo not drawn)	-3	-3	16	4	-8	-1	0.3	·
O=C(Nc1nn[nH]n1)c1ccc(S(=O)(=O)N2CCCCC2)cc1	2	3	12	-13	4	·	0.0	-0.5
COc1ccc([C@@H]2[C@@H]3C(=O)N(C(C)(C)C)C(=O)[C@@H]3[C@]3(CC(C)C)C(=O)N(c4cccc(Br)c4)C(=O)N23)cc1	-1	2	-7	-14	11	18	0.0	4.9
S=c1[nH]c(-c2ccccc2)cn1-c1ccccc1	-12	0	4	-34	-33	0	0.0	-2.6
C[C@@H]1CN([C@H](C)CO)C(=O)Cc2cc(NC(=O)Nc3cccc4ccccc34)ccc2O[C@H]1CN(C)Cc1ccc(Oc2ccccc2)cc1	20	-4	6	-3	13	-2	-1.0	0.5
COc1ccccc1-c1noc(CCC(=O)Nc2cccnc2)n1	·	1	10	-2	2	14	0.2	0.1
C[C@H](CO)N1C[C@H](C)[C@@H](CN(C)CC2CC2)Oc2cc(C#C[C@@H](C)O)ccc2S1(=O)=O	·	·	10	-8	·	·	-0.5	-1.4
